Glyco luc inh = blocks N-linked glycosylation in D54 reporter cells. D54 ERlucT glycosylation luciferase reporter, 24 h; percent of 100 nM tunicamycin response. reporter increase, % at 12.5 µM. actives 0.23% (n = 360,000). AID 588692;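 active means mean luciferase reporter signal, scaled so untreated is 0 and the glycosylation-blocking control 100, at or above a set limit in every replicate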;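 further: luciferase carries N-glycosylation sites so blocking glycosylation raises the light; 0% = median of neutral control wells and 100% = median of 100 nM tunicamycin wells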
MC4R antagonist = antagonists of human melanocortin 4 receptor (MC4R); P32245; MC4R-expressing cells, MTII-stimulated cAMP, LANCE TR-FRET; inhibition, % at 6.5 µM; actives 0.48% (n = 360,000); AID 540295;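 active means inhibition above its plate's cutoff, the mean of tested wells on that plate plus 3 SD, cut at about 29% in these data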;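 further: 0% = Melanotan II alone and 100% = Melanotan II plus saturating MCL0020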
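Material: human MC4R-expressing U2OS cells. Probe or stimulus: Melanotan II challenge. Dosing: 6.5 µM single dose. Times: 30-min compound, 1-h challenge, 1-h detection, room temperature. Technique: TR-FRET with Eu-cAMP and labeled anti-cAMP, 671 nm. Replication: singlicate.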
HTR2A ag = agonists of mouse serotonin 5-HT2A receptor (HTR2A); P35363; CHO-K1 mHTR2A beta-arrestin complementation, luminescence; percent of 30 µM serotonin response; activation, % at 7.6 µM; actives 0.66% (n = 360,000); AID 624169;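 active means activation above a run cutoff, the mean activation of all tested compounds plus 3 SD, cut at about 14% in these data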;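 further: 0% = plate median of compound wells and 100% = 30 µM serotonin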
Target sequence (P35363 whole entry, looked up): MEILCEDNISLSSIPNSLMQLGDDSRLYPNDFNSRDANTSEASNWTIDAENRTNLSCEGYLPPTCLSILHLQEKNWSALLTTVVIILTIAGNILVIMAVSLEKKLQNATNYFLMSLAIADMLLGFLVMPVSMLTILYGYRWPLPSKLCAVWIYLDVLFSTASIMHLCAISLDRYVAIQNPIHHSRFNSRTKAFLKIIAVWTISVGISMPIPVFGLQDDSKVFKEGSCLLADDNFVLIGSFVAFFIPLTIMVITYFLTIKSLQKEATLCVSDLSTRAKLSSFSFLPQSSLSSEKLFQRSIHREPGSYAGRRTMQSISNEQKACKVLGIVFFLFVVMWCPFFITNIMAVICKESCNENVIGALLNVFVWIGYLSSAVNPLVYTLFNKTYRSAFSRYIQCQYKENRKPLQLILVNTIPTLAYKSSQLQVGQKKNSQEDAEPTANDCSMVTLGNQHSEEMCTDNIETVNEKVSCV
NOD2 RIPK2 PPI = inhibitors of human NOD2-RIPK2 interaction. O43353. CHO BLA complementation NOD2-RIPK2, CCF4 ratio. inhibition, % at 4.98 µM. actives 0.38% (n = 360,000). AID 624267; in the data active means inhibition above about 21%;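 further: 0% = vehicle only and 100% = reference blocker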
Target sequence (O43353 whole entry, looked up): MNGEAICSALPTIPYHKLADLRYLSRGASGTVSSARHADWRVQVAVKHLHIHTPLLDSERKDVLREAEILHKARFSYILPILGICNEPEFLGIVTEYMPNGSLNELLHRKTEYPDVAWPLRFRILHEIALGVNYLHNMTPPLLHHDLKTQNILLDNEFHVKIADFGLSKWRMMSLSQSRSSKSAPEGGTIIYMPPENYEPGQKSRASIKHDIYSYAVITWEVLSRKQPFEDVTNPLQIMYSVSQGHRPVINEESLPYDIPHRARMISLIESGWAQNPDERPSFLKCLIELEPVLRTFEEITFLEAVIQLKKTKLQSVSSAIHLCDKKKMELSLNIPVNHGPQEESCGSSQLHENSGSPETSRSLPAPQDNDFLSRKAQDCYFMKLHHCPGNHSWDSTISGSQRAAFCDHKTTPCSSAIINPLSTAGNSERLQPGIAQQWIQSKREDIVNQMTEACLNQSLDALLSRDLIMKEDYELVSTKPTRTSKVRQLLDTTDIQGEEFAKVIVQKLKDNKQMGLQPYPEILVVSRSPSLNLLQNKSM
H9c2 protect = myocardial damage modulation in H9c2 cells. H9c2 cardiomyocytes, H2O2 injury protection, ATPLite, 2 h. protection from H2O2 cell death, % at 20 µM. actives 0.63% (n = 360,000). AID 588492;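 active means compounds giving at least 50% protection of heart cells from peroxide-induced death in the single-dose screen, raw or plate-pattern-corrected value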;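 further: 0% = DMSO wells with peroxide and 100% = DMSO wells without peroxide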
SRC2 inh = human SRC2 (NCOA2) inhibition; inhibition, % at 9 µM; HEK293 GAL4-SRC2 luciferase reporter, luminescence; actives 0.17% (n = 370,000);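 active means inhibition above the mean inhibition of all tested compounds plus 3 SD, set per campaign, cut at about 52% in these data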;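 further: 0% = DMSO treated cells and 100% = cells given Gossypol at 36 µM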
MC4R ag barr = human MC4R agonism via beta-arrestin. AID 540308. actives 0.98% (n = 360,000). U2OS MC4R beta-arrestin complementation, luminescence; percent of melanotan II response, DMSO zero. activation, % at 8.9 µM. P32245;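 active means activation above a per-plate cutoff, the mean activation of sample wells on that plate plus 3 SD, cut at about 8% in these data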
ABHD5-PLIN5 inh = blocks binding of human ABHD5 to perilipin-5 | Q00G26+Q8WTS1 | Split G. princeps luciferase complementation, luminescence, 4 h | inhibition, % at 4 µM | actives 0.78% (n = 360,000) | AID 602281;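 active means inhibition above the mean inhibition across every tested compound plus 3 SD, cut at about 22% in these data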;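 further: 0% = DMSO only wells and the 100% control is not disclosed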
TLR9-MyD88 block = blocks human TLR9 binding to MyD88 | CHO BLA complementation TLR9-MyD88, CCF4 FRET ratio | AID 504734 | inhibition, % at 4.98 µM | Q9NR96+Q99836 | actives 0.21% (n = 340,000);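 active means inhibition above the mean over all tested compounds plus 3 SD, cut at about 21% in these data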;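 further: 0% = DMSO only wells and 100% = clavulanate BLA inhibitor control wells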
ABCB6 inh MLPCN = blocks the human ABCB6 transporter; actives 0.19% (n = 360,000); fluorescence ratio to DMSO, % at 10 µM; K562-ABCB6 porphyrin accumulation, flow cytometry, 1 h; hits give low values; Q9NP58;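 active means fluorescence ratio to DMSO below 75%, the collection mean minus 3 SD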;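 further: signal is porphyrin accumulated inside mitochondria; 100% equals median channel fluorescence of DMSO control wells; lower ratio means ABCB6 inhibition with less porphyrin fluorescence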
* marks the source's active call; other numbers are inactive results; nt = not tested or not shown. The list is partial; rates above refer to the full screens.

SMILES	Glyco luc inh	MC4R antagonist	HTR2A ag	NOD2 RIPK2 PPI	H9c2 protect	SRC2 inh	MC4R ag barr	ABHD5-PLIN5 inh	TLR9-MyD88 block	ABCB6 inh MLPCN
Cc1nn(-c2ccccn2)c2nc(-c3cccs3)cc(C(=O)NCc3ccco3)c12	1	10	2	2	16	-6	-0.2	35*	18	106
CCOC(=O)CSc1nc(Nc2ccc3c(c2)OCO3)c2ccccc2n1	-1	-9	-1	-3	0	-3	0.0	-3	-1	95
COc1ccc(O)c(-c2cc(-c3ccc(F)cc3)n[nH]2)c1	-2	2	-3	9	-7	-49	3.1	-1	1	90
O=C(NCc1ccco1)C1Cc2c(-c3ccccc3Oc3ccccc3)ccnc2O1 (centres undefined)	-1	1	-1	-9	0	-7	3.0	8	nt	95
Cc1cc(=O)n2nc(N3CCCC(C(=O)NCCC4=CCCCC4)C3)sc2n1 (centres undefined)	2	11	6	-33	-13	-21	-2.1	1	-1	101
CCn1ncc(Br)c1C(=O)Nc1ccc(F)cc1F	-1	-3	-1	12	-1	-7	1.7	7	-2	101
CCN(CC(=O)Nc1ccccc1C(F)(F)F)C(=O)CCc1nc2sc3c(c2c(=O)[nH]1)CCCC3	0	0	-4	-8	5	-11	-1.5	-7	-6	98
COc1ccc(N(CC(=O)Nc2ccc3c(c2)OCCO3)S(=O)(=O)c2c(C)noc2C)cc1	-2	4	2	-2	6	18	-1.1	-5	16	91
CCn1c(COc2cccc(OC)c2)nnc1SCC(=O)Nc1cccc(OC)c1	-2	-5	3	-2	-2	-36	-0.5	-1	-5	92
CC1CN(c2ccc([N+](=O)[O-])c(NCCOc3ccc(Cl)cc3)c2)CC(C)N1 (centres undefined)	-7	-10	2	11	-17	2	1.2	17	5	92
Brc1ccc(OCCCCN2CCCCC2)cc1	0	2	-8	1	-4	-31	0.0	-2	6	92
Nc1c(N(Cc2ccco2)C(=O)COc2ccccc2)c(=O)[nH]c(=O)n1Cc1ccccc1	1	-1	0	-7	6	4	-0.8	-2	0	93
COC(=O)c1ccccc1Oc1c(F)c(F)nc(N2CCOCC2)c1F	1	6	-4	8	11	-1	-0.8	-8	4	98
CCC(c1nnc(SCC(=O)Nc2ccc(C(C)=O)cc2)n1C1CCCCC1)N(C)C (centres undefined)	0	12	-1	-1	0	-1	-1.8	5	-4	94
NC(=O)c1oc2ccccc2c1NC(=O)CCc1ccccc1	2	1	-1	-3	-3	-23	1.0	8	-4	98
CC(C)(C)OC(=O)NC(Cc1ccccc1)C(=O)NC(CSC1CCCCO1)C(=O)NN (centres undefined)	0	-2	-6	-16	7	-9	-3.2	0	-11	101
COc1c(NC=O)c2c(c([N+](=O)[O-])c1OC)C(=O)OC2	1	10	-5	-15	8	-3	-0.3	-2	-6	102
Cc1ccc(NC(=O)Nn2cnnc2)cc1	1	8	16*	-5	1	3	-2.1	6	-9	100
COc1ccc(CN2C(=O)c3cccnc3C2=O)cc1S(=O)(=O)N1CCOc2ccc(C)cc21	1	7	5	6	-2	1	0.1	3	-4	96
CC(=O)Nc1nnc(CCS(=O)(=O)c2ccc(C)c(C)c2)s1	-1	0	6	-9	10	-3	0.4	8	1	101
CS(=O)(=O)N(CC(=O)NCc1cccnc1)C1CCCCC1	1	5	6	-14	5	-3	-0.8	-4	-1	101
Cc1cccc(N2CCN(C(=O)COc3ccc4c(C)cc(=O)oc4c3C)CC2)c1C	-5	6	-4	6	0	-18	-0.1	5	-13	91
CCOc1ccc(CNc2nc3ccccc3n2C)cc1	-2	-1	-7	4	-8	-32	1.2	10	-1	97
COCCNC(=S)NN=C1CCCCC1	1	19	-3	1	-1	-11	-0.9	-2	-3	105
CCSc1nnc(NC(=O)Nc2cccc(C)c2)s1	1	-6	-5	-4	-27	-14	2.6	-14	4	95
COc1ccc(NC(=O)c2ccccc2Oc2ccccc2)cc1	-5	-3	1	6	-4	-23	-2.2	5	5	100
COc1ccc(NC(=O)CSc2nc3nc(-c4cccs4)cc(C(F)(F)F)c3c(=O)[nH]2)c(OC)c1	3	0	1	7	-1	-1	-0.6	-5	-1	96
Cc1nc2ccc(NC(=O)C3CCCCC3)cc2s1	4	2	6	6	-2	-32	0.9	9	5	102
C=CCN(c1ccccc1)S(=O)(=O)c1ccc(Cl)c(C(=O)OCC(=O)NCCCN2CCCC2=O)c1	1	8	-1	-7	1	-25	-2.0	6	-6	91
S=C(NCCc1ccccc1)N1CCN(C(=S)NCCc2ccccc2)CC1	-2	-2	-1	-6	1	-3	-0.1	7	-10	99
CC(=O)N1CCOc2ccc(S(=O)(=O)NCc3ccc(C)cc3)cc21	0	8	-3	-4	-9	16	-2.9	-1	-3	100
CN(Cc1ccccc1)C(=O)c1[nH]cnc1C(=O)Nc1ccccc1F	1	3	-1	7	10	15	-0.9	-3	5	91
O=C1NC(Cc2ccccc2)c2nc3ccccc3c(=O)n2-c2cc3ccccc3cc21 (centres undefined)	17	4	6	-17	11	-2	-0.3	5	5	97
COc1ccc(C)cc1NC(=O)C1CCN(C(=O)Cc2ccccc2)CC1	2	-5	2	-2	-4	-2	1.4	-2	-13	103
CN(CC(=O)Nc1ccc(F)c(F)c1F)C(=O)c1ccc(N2CCCC2=O)cc1	-2	15	3	-2	-1	7	0.7	2	-4	98
CCCc1nc2c(s1)CCc1onc(-c3ccc(OC)cc3)c1-2	-4	0	-3	-2	-3	-24	0.3	-21	-3	97
Cc1csc(NC(=O)Cn2nc(C)c([N+](=O)[O-])c2C)n1	2	1	7	-15	1	0	-1.9	0	-1	107
COc1ccc(CCN(C)C(=O)CSc2nc3ccccc3c(=O)n2CC2CCCO2)cc1OC (centres undefined)	0	7	-1	-6	11	-3	0.3	5	11	104
O=C(CN(Cc1cccs1)C(=O)CN1C(=O)COc2ccccc21)NCc1ccco1	0	21	1	0	0	-28	-0.2	-2	-12	91
Cc1[nH]c(=O)[nH]c(=O)c1S(=O)(=O)N1CCCC(C(=O)NCCC2=CCCCC2)C1 (centres undefined)	3	6	5	-3	0	-7	-2.3	2	-1	100
CC(C)(C)NCCOCCOc1ccccc1-c1ccccc1	0	4	-3	-3	3	7	2.8	2	0	100
CC(NCCC(Cc1ccccc1)c1ccco1)c1ccccc1 (centres undefined)	0	21	-4	-9	-5	-9	4.0	6	0	106
C=CCN1C(=O)/C(=C\c2ccc(C)cc2)N=C1SCC(=O)NCCC	0	-1	1	-6	-3	2	1.6	1	0	98
Cc1nn(C(C)C(=O)NCCCN2CCCCCC2)c(=O)c2cc3sccc3n12 (centres undefined)	0	5	-4	3	1	15	0.3	7	-11	103
O=C1c2ccccc2NC(c2ccccc2O)N1O (centres undefined)	4	9	-4	-1	52*	-19	-1.7	2	-7	101
COc1ccc(-c2cc(C(F)(F)F)n3nc(C(=O)N4CCOCC4)c(Cl)c3n2)cc1	5	15	3	4	1	-8	-0.9	5	1	94
Cc1ccccc1-n1nnnc1SC(C)C(=O)Nc1ccc(N2CCN(C)CC2)cc1 (centres undefined)	-3	3	0	-12	2	6	-2.4	2	-7	97
CCOc1ccc(N(CC(=O)Nc2c(C)n(C)n(-c3ccccc3)c2=O)S(=O)(=O)c2ccc(F)cc2)cc1	2	2	-11	0	0	4	-3.0	-5	-7	98
CCCOc1ccc(/C=N/NC(=O)c2ccc(Cn3cc([N+](=O)[O-])cn3)o2)cc1	0	7	0	1	-14	-31	2.1	2	-7	98
N#C/C(=C(/O)COc1ccccc1)c1nnc2n1CCCCC2	-1	3	2	-5	8	12	-0.2	0	7	93
The list goes on:
SMILES	Glyco luc inh	MC4R antagonist	HTR2A ag	NOD2 RIPK2 PPI	H9c2 protect	SRC2 inh	MC4R ag barr	ABHD5-PLIN5 inh	TLR9-MyD88 block	ABCB6 inh MLPCN
CCCCn1c(SCC(=O)c2cc(OC)ccc2OC)nc2cc(S(N)(=O)=O)ccc21	-2	7	2	5	2	5	-0.7	4	-1	92
Cc1cccc(C)c1NC(=O)C(c1ccccc1)N1CCN(C/C=C/c2ccccc2)CC1 (centres undefined)	-2	nt	-3	6	11	-17	nt	-1	nt	94
COc1ccc(C2C3=C(CCCC3=O)Nc3nc(SCc4ccc(C(=O)O)cc4)nn32)cc1OC (centres undefined)	0	-2	1	-2	2	-34	1.0	1	1	88
CC(C)(C)c1ccccc1OCCOCCNCc1ccccc1	0	-9	-7	3	-2	1	5.3	7	1	98
Cn1cnnc1SCC(=O)Nc1c(F)cc(F)cc1Br	1	6	4	-5	5	-25	-1.4	3	-4	86
CC1(C)CC(Cc2ccc(C(=O)c3ccccc3)cc2)N(C(=O)OC(C)(C)C)N1 (centres undefined)	-1	5	-1	1	5	11	-0.9	-7	9	96
O=C(NNC(=S)NC(=O)c1ccccc1[N+](=O)[O-])c1ccccc1	4	7	-2	-13	29	-47	-2.2	-4	-1	96
Cc1ccc(-c2nc(C(=O)NCCCN(C)C)cc3c2[nH]c2ccccc23)cc1	46*	8	-15	2	-16	-107	-2.8	4	3	98
O=C(C[N+]1(CC#Cc2ccccc2)CCOCC1)c1ccccc1	0	2	-5	4	-2	3	-1.9	1	5	93
COC(=O)c1cccc(NC(=O)c2ccc[n+]([O-])c2)c1	1	6	5	-12	0	4	-1.1	5	0	97
Fc1cccc(C2NC(=S)NC3=C2N2CCC3CC2)c1 (centres undefined)	2	4	3	-10	5	7	-0.5	1	6	102
Cc1ccc(C(=O)c2c(NC(=O)c3cccnc3)sc3c2CCCC3)cc1	-2	-5	-8	-2	-3	16	0.8	-12	-4	93
O=C(c1ccco1)N1CCN(S(=O)(=O)c2ccc(Br)s2)CC1	-1	4	2	2	5	5	-1.8	1	0	92
CCOc1ccc(OCCC(=O)N(CC)CC(=O)Nc2ccccc2C(F)(F)F)cc1	-3	-4	-5	-4	0	23	-3.3	5	3	97
Cc1cc(N2CCC(C(=O)NC3CC3)CC2)nc(-c2ccccc2)n1	0	3	4	-5	1	3	0.9	2	4	89
COc1ccc(S(=O)(=O)NCCc2ccncc2)cc1	1	6	2	4	-1	8	-0.5	-2	-1	103
O=C(CSCc1c(F)cccc1Cl)NCC1CCCO1 (centres undefined)	1	-3	-2	-1	6	0	-3.4	-3	-1	101
Cc1ccnc(NC(=O)Cc2ccc(-c3ccccc3)cc2)c1	-5	4	0	-16	-12	-44	-1.4	1	-5	92

One compound at a time, as listed above. Screens in order: Glyco luc inh | MC4R antagonist | HTR2A ag | NOD2 RIPK2 PPI | H9c2 protect | SRC2 inh | MC4R ag barr | ABHD5-PLIN5 inh | TLR9-MyD88 block | ABCB6 inh MLPCN
Record of `COc1ccc(C)cc1NC(=O)C1CCN(C(=O)Cc2ccccc2)CC1` → 2 | -5 | 2 | -2 | -4 | -2 | 1.4 | -2 | -13 | 103
Record of `S=C(NCCc1ccccc1)N1CCN(C(=S)NCCc2ccccc2)CC1` → -2 | -2 | -1 | -6 | 1 | -3 | -0.1 | 7 | -10 | 99
Record of `Cc1ccccc1-n1nnnc1SC(C)C(=O)Nc1ccc(N2CCN(C)CC2)cc1` (centres undefined) → -3 | 3 | 0 | -12 | 2 | 6 | -2.4 | 2 | -7 | 97
